# WRN helicase inh – qHTS for Inhibitors of WRN Helicase. Potency, µM (top dose mostly 114 µM), for the others: at the top dose activity change, negative = inhibition, hits mostly inhibitors. 0.46% of 360,000 active. WRN helicase unwinding, fluorescent forked duplex, kinetic. Bifunctional 3'-5' exonuclease/ATP-dependent helicase WRN (Homo sapiens), Q14191; further: potency means the concentration at half of the fitted maximal effect; on the % scale 0 is the no-effect control and ±100 the full control effect; nearly all actives have a fitted effect of over 55% in size
#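 WRN at 20 nM final preincubated with compound 15 min at room temperature; reaction started with 100 nM fluorophore/quencher forked duplex oligonucleotide and 2 mM ATP final. Unwinding followed kinetically by red fluorescence (ex 525, em 598 nm).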
# DRD3 agonist – qHTS of D3 Dopamine Receptor Agonist: qHTS; D(3) dopamine receptor (Homo sapiens), P35462; D3R DiscoveRx beta-arrestin cells, luminescence, 90 min; max activation, %; 0.58% of 410,000 active; in the data active means max activation above about 30%; further: 0% is about no effect; mostly tested at two doses, the higher about 12 µM
# Target sequence (P35462 whole entry, looked up): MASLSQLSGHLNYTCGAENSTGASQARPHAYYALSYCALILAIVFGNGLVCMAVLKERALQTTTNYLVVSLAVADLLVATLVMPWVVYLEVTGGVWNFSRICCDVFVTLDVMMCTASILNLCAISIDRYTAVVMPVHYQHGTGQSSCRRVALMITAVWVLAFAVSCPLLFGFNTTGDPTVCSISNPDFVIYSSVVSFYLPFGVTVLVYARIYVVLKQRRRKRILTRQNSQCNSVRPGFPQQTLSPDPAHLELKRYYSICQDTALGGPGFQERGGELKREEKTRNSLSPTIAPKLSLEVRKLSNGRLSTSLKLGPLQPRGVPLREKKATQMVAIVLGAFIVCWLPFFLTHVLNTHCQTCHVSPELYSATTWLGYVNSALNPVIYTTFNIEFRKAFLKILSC
#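 Agonist-mode cell screen: cells plated at 1500/well and incubated overnight at 37 °C, then exposed to library compounds for 90 min at 37 °C. Detection reagent was added for 30–60 min at room temperature, and luminescence was read.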
# PI5P4K alpha inh – qHTS for Inhibitors of phosphatidylinositol 5-phosphate 4-kinase (PI5P4K); PI5P4Kalpha enzyme, ADP-Glo luminescence, 60 min; active compounds read low; max response, %; Phosphatidylinositol 5-phosphate 4-kinase type-2 alpha (Homo sapiens), P48426; 1.2% of 330,000 active; active means max response of -50% or lower; inconclusive means between -30% and -50%; inactive means -30% or higher; further: value at the top dose of about 77 µM; on the % scale 0 is the no-effect control and ±100 the full control effect
#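 Luminescence from ADP-Glo served as readout of PI5P4Kalpha activity in a qHTS format. Reaction: enzyme, substrate, compound, ATP at 5 microM final, 60 min at RT.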
# DRD3 antagonist – qHTS of D3 Dopamine Receptor Antagonist: qHTS; D(3) dopamine receptor (Homo sapiens), P35462; D3R cells, DiscoveRx beta-arrestin luminescence, antagonist mode; active compounds read low; max response, negative = inhibition, %; 2.5% of 360,000 active; in the data active means max response below about -50%; inconclusive means no clear call, values can overlap the other calls; further: on the % scale 0 is the no-effect control and ±100 the full control effect; mostly tested at two doses, the higher about 12 µM
#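 Cells expressing the human receptor were seeded at 1500 cells/well, incubated overnight at 37 degrees C in 5% CO2, then exposed to library compounds with dopamine controls for 90 minutes at 37 degrees C before luminescent detection.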
# GLP-1R inv ag – qHTS of GLP-1 Receptor Inverse Agonists (Inhibition Mode); Glucagon-like peptide 1 receptor (Homo sapiens), P43220; HEK293 GLP-1R CRE-luciferase, luminescence, 24 h; GLP-1R form is constitutively active; Potency, µM (doses to about 38.3 µM), without a hit: at the highest dose activity change, negative = inhibition, most hits filed as inhibitors; 1.6% of 410,000 active; AID 624417, 2012; further: potency means the concentration at half of the fitted maximal effect; on the % scale 0 is the no-effect control and ±100 the full control effect; nearly all actives have a fitted effect of over 55% in size
#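 Seeding at 200 cells/uL, 12 h culture, 24 hr compound treatment, then luciferase reagent and a luminescence read; cells are HEK293 stably expressing a constitutively active GLP-1R plus cAMP-responsive luciferase.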
# IL2 activator – qHTS of IL-2 Activators; 0.065% of 360,000 active; IL-2 activation reporter assay, cell-based qHTS; stimulated with anti-CD3/CD4/CD28 beads; in transgenic mouse T cells; activation, % (series mostly up to about 46 µM); in the data active means activation above about 50%; inconclusive means mostly about 30% to 49%; further: 0% is about no effect
#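 Screening format: compound pinned onto unstimulated transgenic mouse T cells, 60 min incubation, then anti-CD3/anti-CD4/anti-CD28 bead stimulation for 18 hours at 37 degrees C, followed by EGFP and DsRed detection.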
# HEK293 tox – qHTS of GLP-1 Receptor Inverse Agonists: Cytotox Screen | HEK293 cAMP-luciferase reporter cells, luminescence, 24 h | Potency, µM (series often up to 38.3 µM), for inactives: at the highest dose activity change, negative = inhibition, most hits filed as inhibitors | 0.13% of 410,000 active;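 further: loss of luciferase light is scored as toxicity; potency means the concentration at half of the fitted maximal effect; on the % scale 0 is the no-effect control and ±100 the full control effect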
#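 1536-well qHTS counterscreen of the MLSMR; 200 cells/uL, 12 h pre-incubation, 23 nL cpd, 24 h at 37 deg C 5% CO2, luciferase detection reagent, 12 min RT, luminescence. Inhibition = undesired.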
# GLP1R ag – qHTS of GLP-1 Receptor Agonists; Glucagon-like peptide 1 receptor (Homo sapiens), P43220; HEK293 GLP-1R CRE-luciferase, luminescence, 4-6 h; cells express a hypersensitive GLP-1R form; Potency, µM (series often up to 45.6 µM), inactives show at the highest dose activation, actives largely listed as activators; 0.007% of 380,000 active; AID 624172, 2012; further: potency means the concentration at half of the fitted maximal effect; % of control where 0% means no effect
# PLK1 PBD block – qHTS for Inhibitors of PLK1-PDB (polo-like kinase 1 - polo-box domain): Primary Screen | Serine/threonine-protein kinase PLK1 (Homo sapiens), P53350 | Plk1 PBD binding of FITC phosphopeptide, fluorescence polarization | Potency, µM, inactives show max response, negative = inhibition, most hits filed as inhibitors | 2.8% of 360,000 active | AID 720504, 2013; further: potency means the concentration at half of the fitted maximal effect; series mostly up to about 57 µM; on the % scale 0 is the no-effect control and ±100 the full control effect; nearly all actives have a fitted effect of over 65% in size
# Target sequence (P53350 whole entry, looked up, the tested form may be a part): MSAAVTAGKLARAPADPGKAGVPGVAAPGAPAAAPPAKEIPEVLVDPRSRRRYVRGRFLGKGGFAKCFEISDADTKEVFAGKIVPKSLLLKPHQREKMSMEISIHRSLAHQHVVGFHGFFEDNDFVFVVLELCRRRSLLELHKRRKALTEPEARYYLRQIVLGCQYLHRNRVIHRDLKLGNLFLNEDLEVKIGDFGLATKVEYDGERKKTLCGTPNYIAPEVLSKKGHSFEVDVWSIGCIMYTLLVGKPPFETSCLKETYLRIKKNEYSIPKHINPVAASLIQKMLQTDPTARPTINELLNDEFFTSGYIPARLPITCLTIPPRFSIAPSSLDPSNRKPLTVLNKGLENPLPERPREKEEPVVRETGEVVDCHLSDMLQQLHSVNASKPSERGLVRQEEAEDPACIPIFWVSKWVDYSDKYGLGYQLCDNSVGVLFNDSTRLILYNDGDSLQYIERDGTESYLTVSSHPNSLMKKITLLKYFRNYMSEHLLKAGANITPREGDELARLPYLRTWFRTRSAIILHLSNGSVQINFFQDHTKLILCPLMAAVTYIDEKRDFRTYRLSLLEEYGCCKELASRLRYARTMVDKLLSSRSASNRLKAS
# The depositor's hits bear a star; ? = inconclusive; . = not tested or not shown; [ ] = remark or other dose. Unless noted, the call rests on the fitted dose curve; in most records, active means well fitted curve in the direction sought with a large enough effect; inconclusive means small, poorly fitted or top-dose-only effect, or another doubt; inactive means no such curve, though single readings can be large; an effect the other way counts as inactive or inconclusive. The order is random (roughly 7.8% active in at least one column).
SMILES	WRN helicase inh	DRD3 agonist	PI5P4K alpha inh	DRD3 antagonist	GLP-1R inv ag	IL2 activator	HEK293 tox	GLP1R ag	PLK1 PBD block
CCC(=O)Nc1cccc(-n2nnnc2SCC(=O)c2ccc(C)c(C)c2)c1	-7.7%	2.4	-2.9	7.2	-12.0%	-3.2	9.6%	10.5%	-0.6%
Cc1ccc2cc3c(NC(=O)CC(C)C)nn(C)c3nc2c1	1.2%[57.1 µM]	-4.2	8.6	-20.1	4.5%	-2.2	37.4%[activator]	-0.4%	-1.2%
Cc1cc(=O)[nH]c2c1c(=O)[nH]n2C1CC(C)N(C)CC1C (stereo unspecified)	-0.6%	-1.9	1.5	-3.0	13.3%	0.3	-7.8%	5.9%	-4.1%
O=S1(=O)C=C(SCCN2CCCC2)c2ccccc21	0.7%[57.1 µM]	1.9	4.2	-16.3	22.2%	5.3	-12.5%	2.2%	-6.3%
Cc1cc(NS(=O)(=O)c2ccc(NC(=O)COc3ccc(C#N)cc3)cc2)nc(C)n1	?	2.4	-3.6	-15.1	19.3%	1.7	7.3%	-8.1%	-17.3%
O=C1CC(C(=O)N(CC2CCCO2)C(C(=O)NC2CCCCC2)c2ccncc2)CS1 (stereo unspecified)	0.2%	9.6	.	12.1	4.2%	-1.4	1.1%	9.8%	-3.8%
CC1Cc2nc(SCC(=O)Nc3ccc4c(c3)OCO4)n(CCc3ccccc3)c(=O)c2S1 (stereo unspecified)	-2.9%	-9.5	2.9	14.6	9.8%	-3.7	-10.8%	2.1%	1.9%
CN1C(=O)c2c(sc3c2CC(C)(C)SC3)N2CCN=C12	-25.5%	-6.4	2.2	-3.1	0.0%	-7.1	-2.1%	2.6%	-7.7%
COc1ccc(S(=O)(=O)Cc2ccc(C(=O)NCCCN3CCc4ccccc4C3)o2)cc1	3.9%	-15.8	-2.3	-91.6*	-22.3%	0.5	-9.8%	17.6%	-8.5%
CC(C)C[C@H]1CN=C(Nc2ccccc2)N1CC1CCC1	6.9%	-10.0	-2.4	5.8	16.6%	-1.2	?	-4.1%	?
C(=C\c1ccccc1)/C=N/n1cnnc1	1.8%	7.8	-6.1	19.9	0.0%	-0.5	-12.1%	-10.1%	0.6%
Cc1cc(NS(=O)(=O)c2ccc(NC(=O)C(C)Oc3ccc(Cl)cc3)cc2)no1 (stereo unspecified)	4.0%	-1.9	.	-4.1	?	-2.1	2.5%	-12.0%	-5.5%
CC(=O)c1cccc(NC(=O)CCc2nnc3ccc(N4CCN(C)CC4)nn23)c1	3.1%	-3.4	1.0	-3.8	21.7%	-0.1	1.8%	3.3%	-4.0%
C/C(N)=C(/C#N)C(=O)COC(=O)c1cc2c(s1)CCC(C)C2 (stereo unspecified)	-13.0%	-9.0	3.4	-13.5	35.6%[activator]	4.4	-2.5%	16.6%	-5.2%
CC1CCC(N2CC(=O)N(Cc3ccc4c(c3)OCO4)C(c3ccc(F)cc3)C2=O)CC1 (stereo unspecified)	-6.3%	-10.8	.	10.4	?	-3.5	2.6%	-3.2%	-2.1%
COc1ccc(-c2noc(CCC(=O)N3CCN(c4ccccc4OC)CC3)n2)cc1	-6.8%	14.8	-1.4	67.2	-2.8%	-0.4	-4.3%	-1.2%	-3.0%
Cc1cc(=O)[nH]c(SCCOc2ccc(OC(C)C)cc2)n1	-2.8%	0.1	0.8	15.7	7.9%	-3.0	-5.3%	4.0%	-7.6%
CCOC(=O)CSc1cc(=O)n(C)c2cc(Cl)ccc12	-14.2%	3.1	1.2	18.6	0.0%	-1.1	-2.5%	18.9%	-0.4%
Cc1sc2nc(CSC(C)C(=O)Nc3ccccn3)[nH]c(=O)c2c1C (stereo unspecified)	-7.7%	0.8	-1.0	1.4	1.7%	0.1	1.5%	-0.4%	-14.1%
O=C(NCCOC(=O)c1ccc(Cl)cc1)c1cccnc1	-22.8%	4.1	.	?	0.0%	-1.4	17.9%	4.1%	-29.4%
O=C(NC(=O)N1CCCCC1)c1ccc(Cl)cc1	-1.1%	9.7	5.4	15.2	11.0%	-2.1	-5.7%	3.2%	-4.5%
Cc1cc(C)n(/N=C/c2ccc(C(C)C)cc2)c(=O)c1C#N	-0.2%	2.2	-4.9	27.7	-17.7%	-0.5	-15.6%	-3.4%	1.4%
Cc1ccc(Cn2c3ccccc3c3cn[nH]c(=O)c32)cc1	-3.0%	2.4	-3.1	6.6	9.1%	-3.0	4.5%	-2.0%	-6.1%
COc1ccc(-c2csc(NC(=O)CSc3nnc(Nc4ccccc4C)s3)n2)cc1	4.9%	3.1	-12.3	27.1	11.9%	-0.4	-17.0%	6.5%	-11.7%
COc1cc(OC)c(NC(=O)c2cncn2-c2ccc(F)cc2)cc1Cl	8.2%	-5.5	2.9	-2.4	26.8%	0.4	5.2%	15.6%	-1.1%
CCC(C)NC(=O)CCn1c(-c2ccccc2)cc(C(C)=O)c1C (stereo unspecified)	-20.3%	-5.3	-8.0	-18.2	18.9%	0.3	10.4%	8.0%	-13.5%
Cc1ccc(C(=O)NC(=O)OCCn2c(C)cnc2[N+](=O)[O-])cc1	0.8%	3.6	-23.1	10.6	12.8%	3.2	4.3%	-1.2%	?
Cc1ccc(C)c(NC(=O)Cn2nnc(-c3ccc(N4CCOCC4)cc3)n2)c1	3.7%	-0.2	7.1	2.2	-1.5%	0.5	-8.2%	-1.7%	0.2%
O=C(OCC(=O)N1c2ccccc2Sc2ccccc21)c1ccc[n+]([O-])c1	-9.1%	2.4	-3.2	1.6	-1.2%	-3.7	2.6%	17.0%	-16.5%
FC(F)(F)c1cc(-c2ccco2)nc(NCc2ccc(Cl)cc2)n1	-7.6%	0.4	-5.8	4.9	?	-3.6	?	-7.9%	-14.1%
O=C(CSc1ccc(Br)cc1)NCC1(N2CCCCC2)CCCCC1	-4.3%	-7.0	0.0	1.7	?	-0.4	?	-3.0%	-13.4%
Cc1cc(C)n2nc(SCc3nnc(-c4ccccc4Br)o3)nc2n1	-11.7%	13.2	-22.8	1.0	81.4%[activator]	-0.5	-5.2%	18.9%	-6.9%

# Some of the entries so far, with each value named:
Cc1cc(C)n2nc(SCc3nnc(-c4ccccc4Br)o3)nc2n1
- WRN helicase inh: -11.7%
- DRD3 agonist: 13.2
- PI5P4K alpha inh: -22.8
- DRD3 antagonist: 1.0
- GLP-1R inv ag: 81.4%[activator]
- IL2 activator: -0.5
- HEK293 tox: -5.2%
- GLP1R ag: 18.9%
- PLK1 PBD block: -6.9%

COc1cc(OC)c(NC(=O)c2cncn2-c2ccc(F)cc2)cc1Cl
- WRN helicase inh: 8.2%
- DRD3 agonist: -5.5
- PI5P4K alpha inh: 2.9
- DRD3 antagonist: -2.4
- GLP-1R inv ag: 26.8%
- IL2 activator: 0.4
- HEK293 tox: 5.2%
- GLP1R ag: 15.6%
- PLK1 PBD block: -1.1%

# Additional structures.
SMILES	WRN helicase inh	DRD3 agonist	PI5P4K alpha inh	DRD3 antagonist	GLP-1R inv ag	IL2 activator	HEK293 tox	GLP1R ag	PLK1 PBD block
Cc1cccc(C(=O)/C=C2/c3ccccc3CC(C)(C)N2C)c1	3.6%	-15.5	.	7.6	-28.2%	-0.4	-18.0%	8.6%	-0.5%
COc1ccc(OCC(=O)Nc2ccccc2C(=O)N2CCOCC2)cc1	1.0%	-4.0	2.0	-2.3	7.3%	0.2	5.7%	-11.4%	-3.5%
Cn1ncc(S(=O)(=O)Cc2ccccc2)c(Cl)c1=O	-23.7%	14.4	-1.3	3.7	0.1%	-0.8	5.8%	-0.4%	3.36µM*
COc1ccc(/C=N/NC(=O)Cc2cc(OC)c(OC)cc2[N+](=O)[O-])cc1	-12.3%	-1.6	12.1	-7.0	-0.6%	1.2	20.9%	10.8%	2.3%
COc1cc(/C=N/NC(=O)CNS(=O)(=O)c2ccc(C)cc2)cc(OC)c1OC	-11.9%	8.5	3.8	8.9	44.4%[activator]	-0.6	1.4%	?	0.1%
CCOC(=O)C(Cc1ccccc1)NC(=O)Cn1nnc(-c2ccccc2)n1 (stereo unspecified)	-2.0%	3.0	3.3	-2.1	2.1%	0.5	4.5%	7.4%	4.5%
Cn1c(SCC(=O)NCCc2ccccc2)nnc1C1CCCCC1	0.0%	-2.2	3.3	-8.7	-15.7%	0.7	2.1%	10.1%	-8.3%
O=C(Nc1ccncc1)c1ccc2ccccc2c1	6.0%	-2.9	-2.8	8.3	27.4%[7.66 µM]	0.3	3.8%[7.66 µM]	1.6%	-7.8%
COc1ccc(OCCn2cc(/C=C(\C#N)C(=O)NCc3ccco3)c3ccccc32)cc1	-2.5%	9.0	3.7	27.0	14.3%	-0.4	26.8%	15.9%	-8.7%
CCc1ccc(OCCOCC(O)CNC(C)(C)C)cc1 (stereo unspecified)	-23.7%	-4.5	0.2	10.1	-26.8%	1.5	5.8%	-4.6%	?
COCCCNC(=O)CCn1c(=O)c2ccccc2n(CC(=O)NCCC2=CCCCC2)c1=O	4.7%	-10.0	4.2	0.9	18.9%	-0.8	-13.1%	-1.4%	7.5%
COc1ccc(S(=O)(=O)N2CCCCCC2)cc1NC(=O)CN(C)Cc1ccc2c(c1)OCO2	-5.8%	-22.0	0.1	-68.1*	?	-0.2	1.7%	4.0%	-19.7%
CCOC(=O)c1oc2ccc(Cl)cc2c1NC(C)=O	-4.2%	2.8	-1.4	10.5	24.7%	0.3	14.6%	-10.2%	-4.4%
CCC(CC)C(=O)Nc1nnc(S(=O)(=O)N(CC)c2ccc(OC)cc2)s1	0.8%	-1.5	-3.1	14.0	?	2.1	0.1%	5.6%	3.3%

# Bioassay records from PubChem BioAssay.
